# OX1R antag-1: human HCRTR1 antagonism | O43613 | CHO/OX1R cells, Fluo-8 calcium fluorescence, orexin A | inhibition, % at 5 µM | actives 0.43% (n = 330,000) | AID 434989;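 active = inhibition above its plate's threshold, mean inhibition of all tested compounds on the plate plus 3 SD, cut at about 37% in these data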;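 note: 0% = orexin A challenge wells and 100% = SB-334867-A antagonist wells; not every result past the cut was called active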
# Target sequence (O43613 whole entry, looked up): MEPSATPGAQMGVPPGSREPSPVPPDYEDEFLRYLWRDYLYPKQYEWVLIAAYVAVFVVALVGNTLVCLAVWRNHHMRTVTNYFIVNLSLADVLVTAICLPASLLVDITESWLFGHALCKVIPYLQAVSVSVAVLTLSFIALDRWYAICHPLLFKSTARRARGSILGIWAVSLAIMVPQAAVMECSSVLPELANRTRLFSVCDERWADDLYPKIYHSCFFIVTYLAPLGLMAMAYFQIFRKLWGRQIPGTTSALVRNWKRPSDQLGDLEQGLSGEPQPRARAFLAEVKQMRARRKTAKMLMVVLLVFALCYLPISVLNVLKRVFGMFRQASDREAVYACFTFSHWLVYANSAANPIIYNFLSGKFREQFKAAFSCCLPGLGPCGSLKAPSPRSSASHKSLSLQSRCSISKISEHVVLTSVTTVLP
# OX1R antag-2: OX1R (human) antagonism | O43613 | OX1R-expressing cells, FRET antagonist read-out | inhibition, % at 6.6 µM | actives 1.8% (n = 330,000) | AID 485270; in the data active = inhibition mostly above about 38%, no sharp cut-off; inactive = mostly below about 40%;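 note: 0% = agonist challenge alone and 100% = reference antagonist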
# Active calls of the source: *. No enrichment for hits. Share with any hit: about 2%.
# The opening four records, ahead of the listing:
SMILES,OX1R antag-1,OX1R antag-2
Cc1noc2ncnc(Sc3c(Cl)cccc3Cl)c12,-22.9,37.9
O=C(c1ccncc1)N1CCN(S(=O)(=O)c2ccccc2F)CC1,-29.1,-0.1
Cc1cc(=O)[nH]c(S/C=C/c2ccccc2)n1,-7.2,18.7
COc1ccc(Cl)cc1NC(=O)CN(C)C(=O)c1cc(=O)c2ccccc2o1,-36.2,13.6

# Results, repeating the preview:
SMILES,OX1R antag-1,OX1R antag-2
Cc1noc2ncnc(Sc3c(Cl)cccc3Cl)c12,-22.9,37.9
O=C(c1ccncc1)N1CCN(S(=O)(=O)c2ccccc2F)CC1,-29.1,-0.1
Cc1cc(=O)[nH]c(S/C=C/c2ccccc2)n1,-7.2,18.7
COc1ccc(Cl)cc1NC(=O)CN(C)C(=O)c1cc(=O)c2ccccc2o1,-36.2,13.6
Cc1ccsc1C(=O)NCCc1ccco1,-17.6,7.1
CS(=O)(=O)c1ccc(Cl)c(NC(=O)CSc2nncn2-c2ccccc2)c1,-26.3,7.2
Cc1ccc(C(=O)NCC(=O)OCC(=O)Nc2ccccc2C#N)s1,-18.2,-0.3
COc1ccc(C(=O)N/N=C/c2cn[nH]c2-c2ccc(OC)cc2OC)cc1,-19.9,11.6
COC(=O)c1ccc(NC(=O)CSc2nnc(COc3ccccc3)n2C)cc1,-31.2,34.5
COc1cccc(-n2c(C)cc(/C=C3/C(=N)N4C(=NC3=O)SN=C4S(C)(=O)=O)c2C)c1,10.5,40.0
COc1ccc(CCNC(=O)CSc2ccc(-c3ccncc3)nn2)cc1,-14.7,14.6
O=C(NCC1CCCO1)NC1(C(F)(F)F)Oc2ccccc2O1 (centres undefined),-6.5,8.1
Cc1c(C)n(Cc2ccccc2)c2ccc(C(=O)O)cc12,1.5,7.1
CC(=O)c1cn(N(C)c2ncc(C(F)(F)F)cc2Cl)c(=O)[nH]c1=O,-4.6,30.9
Fc1ccccc1COc1ccc(Br)cc1CNCc1cccnc1,-27.4,22.4
CN1CCN(C(CNC(=O)Nc2ccc(Cl)cc2)c2ccc(F)cc2)CC1 (centres undefined),-15.6,5.5
Cc1ccc2c(c1)NC(c1cccs1)C1=C(CC(C)(C)CC1=O)N2 (centres undefined),-9.2,18.7
COc1ccc(NC(=O)/C=C/c2ccc(S(=O)(=O)N3CCOCC3)cc2)cc1,10.5,8.9
CCCn1c(SCC(=O)Nc2sc(C)c(C)c2C(=O)OCC)nc2c1c(=O)n(C)c(=O)n2C,-40.3,9.9
CCC(=O)Nc1cccc(-c2nnc(SCC(=O)NCc3ccco3)n2C)c1,-15.0,9.6
CC[C@@]1(C(=O)OC)N[C@H](CN(C)C(=O)c2ccc(F)cc2)[C@@H]2C(=O)N(C)C(=O)[C@@H]21,7.9,7.3
COc1cc(/C=C(\C#N)C(=O)NC(C)C)cc(Cl)c1O,3.5,30.5
COc1ccc(NC2CCCN(C(=O)c3cccnc3SC)C2)cc1OC (centres undefined),-4.9,23.1
Nc1ccccc1C(=O)NNc1ncc(C(F)(F)F)cc1Cl,-15.4,5.8
CCOC(=O)CN1N=C(/C=C/c2ccc(OCC)cc2)CCC1=O,-5.5,19.5
COc1ccc(OCCSc2nnc(C(C)NC(=O)c3ccccc3F)n2C)cc1 (centres undefined),-23.6,17.2
C=CCOc1c(Cl)cc(CNc2ccc3[nH]c(=O)[nH]c3c2)cc1OC,-5.0,-4.0
O=c1[nH]c2c(=O)[nH]cnc2nc1-c1ccccc1,-0.3,40.0*
COc1ccc(-c2nc(CSCC(=O)NCCCN3CCCC3=O)c(C)o2)cc1OC,-15.9,7.4
CC(=O)N1CCCc2cc(S(=O)(=O)N3CCCC(C(=O)NCc4ccccc4)C3)ccc21 (centres undefined),-16.8,13.3
O=C(Nc1cccc(-c2ccc(N3CCCCC3)nn2)c1)C(F)(F)F,-15.7,6.7
COc1cc(/C=N/NC(=S)NC2CC3CC2C2C=CCC32)ccc1O (centres undefined),-7.8,6.1
CN(C)/C=N/C(=S)Nc1ccc(Cl)cc1,-4.2,12.7
COc1nccnc1NS(=O)(=O)c1ccc(NCc2ccccc2O)cc1,-2.5,16.0
COC(=O)c1c(NC(=O)C2(C)Cc3ccccc3C(=O)O2)sc2c1CCCC2 (centres undefined),-28.9,2.2
COc1ccccc1C1NC(=O)NC(C)=C1C(=O)OC1CCCCC1 (centres undefined),-15.0,12.9
Cc1ccc(NC(=O)Cn2ncc3ccccc32)c(Cl)c1,-22.5,16.4
O=C(CC(c1ccccc1)c1cc(Br)ccc1O)NCc1ccco1 (centres undefined),-18.2,13.4
CC(=O)c1ccc(S(=O)(=O)NCCCC(=O)N(C)Cc2ccc3c(c2)OCO3)cc1,-24.4,2.7
Cc1cc(C)cc(N(C(=O)c2csnn2)C(C(=O)NC2CCCC2)c2ccccn2)c1 (centres undefined),-9.2,23.8
Oc1[nH]c2ccc(Br)cc2c1N=Nc1nn[nH]n1,2.0,15.9
CCn1c(SCC(=O)Nc2nccs2)nnc1-c1ccccn1,0.2,15.2
COc1cc([N+](=O)[O-])ccc1NC(=O)COC(=O)C=C(C)C,-36.6,22.6
O=C(Nc1ccc(S(=O)(=O)Nc2ccccn2)cc1)C(F)(F)F,9.1,2.1
COc1nc(N=C(N)N)nc2c(C)cccc12,-7.6,9.5
CC(c1n[nH]c(=S)n1-c1ccc(Cl)cc1)N(C)C (centres undefined),-16.7,-0.8
Nc1ncccc1C(=O)OCC(=O)NC1CCCCCC1,1.9,1.5
CC(C)(C)c1ccc(C(=O)OCCN2CCCCC2)cc1,-15.0,7.3
O=C(N/N=C/C=C\c1ccccc1[N+](=O)[O-])c1ccco1,-10.4,49.0
Clc1ccc(OCCn2ccnc2)cc1Cl,2.5,16.7
COc1ccc(Nc2c(-c3ccco3)nc3ccc(C)cn23)cc1,-51.3,12.9
CCC(=O)N1CCc2cc(S(=O)(=O)NCCC(=O)Nc3ccc(OC)cc3)ccc21,-17.7,9.8
Cc1ccc(N=CC2=C(O)CC(c3ccccc3Cl)CC2=O)cc1 (centres undefined),-31.5,18.2
CCCCOC(=O)c1ccc(NC(=O)Nc2ccc(OC)c(OC)c2)cc1,22.8,37.5
O=C(NCc1ccco1)C1CC(c2ccc(Cl)c(Cl)c2)=NO1 (centres undefined),16.3,5.8
Cc1ccc(NC(=O)c2cccc(F)c2)cc1S(=O)(=O)N1CCCCCC1,-26.5,40.0
O=C(CC1C(=O)NCCN1Cc1cccc(F)c1)NCCCN1CCCC1=O (centres undefined),3.1,7.1
CCn1c(SCC(=O)N(C)c2c(N)n(Cc3ccccc3)c(=O)[nH]c2=O)nc2ccccc21,-7.3,10.4
O=C(COC(=O)c1ccc(Cl)nc1)Nc1ccccc1OC(F)F,-9.3,21.2
COc1ccc(-c2cc(C(=O)Nc3cnn(Cc4ccccc4C)c3)no2)cc1OC,-12.4,7.2

# One compound at a time (already shown):
# Cc1ccc(N=CC2=C(O)CC(c3ccccc3Cl)CC2=O)cc1 (centres undefined) reads OX1R antag-1: -31.5; OX1R antag-2: 18.2
# CCCCOC(=O)c1ccc(NC(=O)Nc2ccc(OC)c(OC)c2)cc1 reads OX1R antag-1: 22.8; OX1R antag-2: 37.5
# Clc1ccc(OCCn2ccnc2)cc1Cl reads OX1R antag-1: 2.5; OX1R antag-2: 16.7

# Six entries from above, arranged by molecular weight, low to high.
SMILES,OX1R antag-1,OX1R antag-2
O=C(Nc1ccc(S(=O)(=O)Nc2ccccn2)cc1)C(F)(F)F,9.1,2.1
COc1ccc(C(=O)N/N=C/c2cn[nH]c2-c2ccc(OC)cc2OC)cc1,-19.9,11.6
COC(=O)c1c(NC(=O)C2(C)Cc3ccccc3C(=O)O2)sc2c1CCCC2 (centres undefined),-28.9,2.2
CS(=O)(=O)c1ccc(Cl)c(NC(=O)CSc2nncn2-c2ccccc2)c1,-26.3,7.2
Cc1cc(C)cc(N(C(=O)c2csnn2)C(C(=O)NC2CCCC2)c2ccccn2)c1 (centres undefined),-9.2,23.8
COc1ccc(-c2nc(CSCC(=O)NCCCN3CCCC3=O)c(C)o2)cc1OC,-15.9,7.4

# (more compounds)
SMILES,OX1R antag-1,OX1R antag-2
O=C(NCc1ccncc1)C(=O)N/N=C/c1ccccn1,-18.0,12.4
Cc1ccc(S(=O)(=O)NNC(=O)c2cnn(-c3ccccc3)c2-n2cccc2)cc1,-14.0,29.0
CCn1c2ccc(Cl)cc2c2nc3ccccc3nc21,7.2,68.6*
COc1ccc(NS(=O)(=O)c2cccc(C(=O)NCCCN3CCOCC3)c2)cc1,-10.3,13.2
CC(=O)N(O)CCCCCNC(=O)CCC(=O)N(O)CCCCCNC(=O)CCC(=O)N(O)CCCCCN,-11.5,16.3
CC(C)(C)n1[nH]c2c3c(ccc2c1=O)C(=O)c1ccccc1C3=O,-31.3,128.6*
Cc1ccc(OCC(=O)OCCN2C(=O)c3ccccc3C2=O)cc1C,-33.4,3.1
CC1C/C(=C/c2cccs2)C(=O)/C(=C/c2cccs2)C1 (centres undefined),-19.5,21.4
COc1ccccc1N1CCN(C(=O)c2nn(C)c3c2CS(=O)(=O)c2ccccc2-3)CC1,-11.6,9.7
NC(=O)c1cc([N+](=O)[O-])ccc1N1CCN(Cc2ccccc2)CC1,-6.0,50.2
Cc1cc(C(=O)NNS(=O)(=O)c2cc(C(=O)O)ccc2Cl)c(C)n1-c1ccccc1,-4.6,9.1
COc1ccc(Cl)c(Cn2c(NCCCO)nc3c2c(=O)n(C)c(=O)n3C)c1,-10.7,-3.3
O=C(NCCc1ccc(F)cc1)c1cccc(NC(=O)c2ccccc2)c1,-5.7,18.1
Cc1nc(-c2ccc(S(=O)(=O)N3CCN(C4c5ccccc5-c5ccccc54)CC3)s2)cs1,-35.6,17.9
Cn1ccnc1SCC(=O)c1ccc(Br)cc1,-22.9,17.5
CCOC(=O)N1CCN(c2c(N3CC=C(c4ccccc4)CC3)c(=O)c2=O)CC1,-20.6,14.8
CCc1cccc(NC(=O)CCc2c(C)nn(-c3ccc(N4CCCCC4)nn3)c2C)c1,-26.1,7.7
CC(CCc1ccccc1)NC(=O)C(Cc1ccccc1)NS(=O)(=O)c1cccs1 (centres undefined),-18.4,37.8*
COC(CNC(=O)c1cnn2c(C)c(Cc3ccccc3)c(C)nc12)OC,-20.9,-5.5
O=C(NCc1ccncc1)C1CCCN(S(=O)(=O)c2cc(Cl)ccc2Cl)C1 (centres undefined),-14.6,1.4
Cc1ccc(NC(=O)CCS(=O)(=O)c2cc3[nH]c(=O)c(=O)[nH]c3cc2C)cc1,16.7,5.2
COc1cc(CCC(=O)N2CCN(c3ccc(N4CCOCC4)nn3)CC2)cc(OC)c1OC,-12.8,6.2
CC(C)NC(=O)Cn1c(SCC(=O)N2c3ccccc3CC2C)nc2ccccc21 (centres undefined),-17.6,38.8
Cn1cc([N+](=O)[O-])c(C(=O)n2cccn2)n1,4.8,4.5

# Grouped by structure, the compounds so far with a tert-butyl group (two)
SMILES,OX1R antag-1,OX1R antag-2
CC(C)(C)c1ccc(C(=O)OCCN2CCCCC2)cc1,-15.0,7.3
CC(C)(C)n1[nH]c2c3c(ccc2c1=O)C(=O)c1ccccc1C3=O,-31.3,128.6*

# The list goes on.
SMILES,OX1R antag-1,OX1R antag-2
O=C(Nc1cccnc1)c1ccco1,4.6,0.9
CN(C)c1ccc(S(=O)(=O)NCC(=O)OCC(=O)NC(=O)C2CCCCC2)cc1[N+](=O)[O-],-27.2,4.7
CCc1cccc2c(C=C(C#N)C#N)cn(CC(=O)N3CCCC3)c12,1.1,1.4
CCn1c(C)[n+](CC)c2ccc(C(=O)N(C)c3ccccc3)cc21,-0.7,4.5
CCCCNC(=O)CSc1nc(O)cc(=O)n1C1CCCC1,-28.1,9.1
COc1cc(OC)c(/C=N/NC(=O)c2ccncc2)c(OC)c1,-2.1,1.9
S=C1NCCOCCOCCOCCNC(=S)N2CCOCCOCCN1CCOCCOCC2,-20.4,17.1
COc1ccc2oc(=N)c(C(=O)Nc3ccc(F)cc3)cc2c1,4.7,4.0
O=C(NC(=S)Nc1ccccc1Br)C1CC1,-5.3,33.0
Cc1cc(NC(=O)c2ccccc2)ncc1NC(=O)c1cccs1,-10.0,33.0
Cc1noc(C)c1S(=O)(=O)N1CCCC(C(=O)Nc2cccnc2)C1 (centres undefined),-9.9,14.5
CCOC(=O)C1=C(COC(=O)c2ncc(Cl)c(Cl)c2Cl)NC(=O)NC1C (centres undefined),-26.4,6.0
CCCC(=O)N(CCN1CCOCC1)c1nc2c(F)cc(F)cc2s1,-7.4,8.0
CN(C)S(=O)(=O)c1cccc(-c2nnc(SCc3ccc4c(c3)OCCO4)o2)c1,-20.4,13.8

# Screens as filed in PubChem BioAssay.
